# LEDGF integ inh: blocks HIV-1 LEDGF/p75-dependent DNA integration. 370,000 tested, 0.64% active. TR-FRET IN-LEDGF/p75 DNA integration, Eu/Cy5. AID 743269. inhibition, % at 3.7 µM;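 active = inhibition above the screen-wide mean plus 3 SD, cut at about 13% in these data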;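 note: signal is the Cy5 over europium emission ratio at 671 and 618 nm; 0% = plate median of compound wells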
# PRMT1 FP inh: blocks human protein arginine methyltransferase 1; recombinant PRMT1, activity-based probe fluorescence polarization; inhibition, % at 2.79 µM; 370,000 tested, 1.3% active; Q99873;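 active = inhibition above about 21% made by adding two undisclosed values, limit read from the data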
# ABHD4 inh: inhibits mouse alpha/beta hydrolase domain 4; Q8VD66; purified mABHD4, FP-Rh probe fluorescence polarization; inhibition, % at 8.92 µM; 370,000 tested, 0.54% active; AID 720543;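 active = inhibition exceeding the mean over every tested compound plus 3 SD, cut at about 30% in these data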;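 note: 0% = plate median of compound wells and 100% = S159A mutant with DMSO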
#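 Test system: mouse ABHD4 enzyme, wild type. Reagent: FP-Rh fluorescent activity-based probe, added after compound pre-incubation. Timing: pre-incubation 45 min, probe exposure 60 min, at 25 °C. Technique: FP readout, ex 525 nm / em 598 nm. Benchmarks: high control S159A mutant with DMSO, low control median of compound wells.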
# PG9 Ab binder: binds the HIV-1 gp120 antibody PG9. inhibition, % at 6.7 µM. TR-FRET gp120-PG9 antibody binding. 360,000 tested, 0.43% active; in the data active = inhibition above about 8.5%
# UHRF1 binding: blocks human UHRF1 binding to methylated DNA; 370,000 tested, 0.75% active; AID 687016; Q96T88; inhibition, % at 4.4 µM; UHRF1 binding to methylated oligo, TR-FRET; in the data active = inhibition above about 21%;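 note: UHRF1 SRA domain binding a hemimethylated CpG hairpin DNA probe; 0% = median of test compound wells and 100% = reference inhibitor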
# TDP2 absorb: blocks human TDP2 phosphodiesterase activity; O95551; recombinant TDP2, T5PNP hydrolysis, p-nitrophenol absorbance 415 nm; inhibition, % at 12.8 µM; 370,000 tested, 0.34% active;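 active = inhibition above the mean of all tested compounds plus 3 SD, set per campaign, cut at about 25% in these data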;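 note: 0% = DMSO with enzyme and 100% = buffer with substrate but no TDP2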
#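 Incubation: 2 h at 37 °C; Test system: recombinant human TDP2; Quantity: enzyme 120 nM; Read-out basis: percent inhibition; Medium: 50 mM Tris-HCl pH 7.5 with Mg2+, KCl, DTT, BSA; Repeats: single replicate; Compound: 12.8 µM single point, 1% DMSO; Signal: epi absorbance; Reagent: 5 mM T5PNP chromogenic substrate; Benchmarks: no-enzyme high, DMSO-plus-enzyme low.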
# DDE Tn7 FP inh: disrupts Tn7 cyclic peptide binding to fibrin D-Dimer-E complex | P02675 | FP displacement of FITC-Tn7 peptide from fibrin DD(E); 0% = median of compound wells per plate | inhibition, % at 8.3 µM | 370,000 tested, 0.13% active | AID 720508;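 active = inhibition above the mean of compounds falling within the control limits plus 3 SD of them, cut at about 14% in these data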;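 note: 0% = plate median of compound wells and 100% = 10 µM Aha-Tn7 peptide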
#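 System: human fibrin DD(E); quantity: Fibrin-DD(E) at 2 µM final; also added: fluorescent Tn7 probe at 0.1 µM; compound dosing: single nominal test concentration of 8.3 µM per compound; schedule: 10 min preincubation, 3 h with tracer, room temperature; detection: fluorescence polarization of the labelled Tn7 tracer; repeats: one replicate per compound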
# HTRA1 inh: inhibitors of human serine peptidase HTRA1. inhibition, % at 5.96 µM. recombinant HTRA1, FP-rhodamine activity-based probe, fluorescence polarization. AID 504803. 340,000 tested, 0.5% active; in the data active = inhibition above about 36%;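 note: 0% = enzyme with DMSO and 100% = wells lacking enzyme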
# Target sequence (Q92743 whole entry, looked up): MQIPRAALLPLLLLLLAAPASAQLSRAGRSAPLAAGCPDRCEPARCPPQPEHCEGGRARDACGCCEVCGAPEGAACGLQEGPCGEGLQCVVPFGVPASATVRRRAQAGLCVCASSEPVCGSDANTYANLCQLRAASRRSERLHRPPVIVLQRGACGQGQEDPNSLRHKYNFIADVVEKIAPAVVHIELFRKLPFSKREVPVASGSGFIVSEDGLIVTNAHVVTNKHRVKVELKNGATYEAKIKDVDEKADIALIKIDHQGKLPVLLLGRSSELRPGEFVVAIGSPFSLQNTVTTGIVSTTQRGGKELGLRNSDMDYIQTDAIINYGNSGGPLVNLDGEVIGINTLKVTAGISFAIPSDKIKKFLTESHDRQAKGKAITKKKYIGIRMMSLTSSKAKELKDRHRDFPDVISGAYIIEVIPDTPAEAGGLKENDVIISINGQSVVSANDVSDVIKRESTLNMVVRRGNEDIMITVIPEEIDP
# TCR-CD3 inh: human TCR-CD3 binding inhibition | TAMRA-labeled TCR probe fluorescence, biochemical | inhibition, % at 9.4 µM | 360,000 tested, 0.37% active | AID 651800; in the data active = inhibition above about 19%;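 note: recombinant mutant TCR 2C K166C tagged with TAMRA read by polarization; 0% = receptor in buffer alone and 100% = receptor with positive control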
# SIAE primary: blocks human sialic acid acetylesterase; 370,000 tested, 0.69% active; inhibition, % at 9.66 µM; Q9HAT2; SIAE FP-Rh probe binding, fluorescence polarization; AID 1053197;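 active = inhibition above a cutoff: mean of compounds within the control limits plus 3 SD of those, cut at about 17% in these data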;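 note: 0% = plate median of compound wells and 100% = probe without SIAE protein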
# Target sequence (Q9HAT2 whole entry, looked up): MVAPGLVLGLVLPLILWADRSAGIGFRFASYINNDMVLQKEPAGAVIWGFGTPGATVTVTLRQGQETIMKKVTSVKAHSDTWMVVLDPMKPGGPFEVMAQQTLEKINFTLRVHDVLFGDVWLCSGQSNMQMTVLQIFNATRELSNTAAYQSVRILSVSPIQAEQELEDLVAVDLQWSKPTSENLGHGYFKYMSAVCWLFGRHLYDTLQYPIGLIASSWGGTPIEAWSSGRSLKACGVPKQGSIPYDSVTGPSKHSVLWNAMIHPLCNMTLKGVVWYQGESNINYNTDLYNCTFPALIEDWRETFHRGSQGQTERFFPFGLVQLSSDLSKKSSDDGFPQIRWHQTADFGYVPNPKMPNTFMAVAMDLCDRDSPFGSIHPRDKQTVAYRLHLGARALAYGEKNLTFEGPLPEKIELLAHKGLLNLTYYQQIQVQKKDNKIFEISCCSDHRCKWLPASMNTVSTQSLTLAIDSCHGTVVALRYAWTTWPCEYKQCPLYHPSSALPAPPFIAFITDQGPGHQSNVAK
# An asterisk follows results filed as active; · = not tested or not shown; & = joins results of further samples. A portion of the library, so the mix of outcomes need not match the whole.
Compound,LEDGF integ inh,PRMT1 FP inh,ABHD4 inh,PG9 Ab binder,UHRF1 binding,TDP2 absorb,DDE Tn7 FP inh,HTRA1 inh,TCR-CD3 inh,SIAE primary
Cc1c(N)c(C)c([N+](=O)[O-])c(C)c1[N+](=O)[O-],5,-1,1,-0.2,-1,2,-8,-4,3,-6
CCOC(=O)c1c(C)c(C(=O)N2CCC3(CC2)OCCO3)c(C)n1CC,1,-1,4,3.0,-1,7,3,2,-8,-4
O=P(O)(O)C12CC3CC(CC(C3)C1)C2,7,-3,-10,-0.9,5,-15,-7,-4,1,-6
CCCn1ncc(C(=O)O)c1C,-2,-2,-3,-1.2,-1,-3,2,5,1,0
CCOC(=O)[C@@]12C(=O)C(=O)N[C@]1(c1ccccc1)C1OCCCC12 (stereo partly specified),-4,1,5,-0.5,0,-1,0,11,-6,-5
Cc1c(C=C2C(=O)N(C)C(=O)N(C)C2=O)c(=O)n(-c2ccccc2)n1C,-1,11,6,-0.8,-2,-5,-5,6,4,8
CCC1(C)CN(S(=O)(=O)OCC(Cl)(Cl)Cl)C(=O)N1 (stereo unspecified),1,3,5,-1.5,-2,9,1,-2,-3,-2
CC(=O)NC(Cc1ccc(N(CCCl)CCCl)cc1)C(=O)NC(C(=O)O)C(C)C (stereo unspecified),1,-1,9,-1.9,3,15,1,6,6,-5
O=CNc1ccc(OP(=O)(Oc2ccccc2)Oc2ccccc2)cc1,-4,5,-4,-0.5,1,1,-4,-10,-8,-4
O=C(CCC(=O)N1CC2C[C@@H](C1)Cn1c2cccc1=O)NCCc1ccccc1F,4,-6,-2,-1.0,0,-15,-6,-2,9,2
CCC(COC(=O)c1cc(OC)c(OC)c(OC)c1)(c1ccccc1)N(C)C (stereo unspecified),-3&-3,4&3,5&0,0.4&-1.3,-2&1,10&1,3&7,-1&-1,-3&2,-3&-2
CCN1CC=C(c2c[nH]c3ccccc23)CC1,2,-2,0,-0.4,10,8,-2,0,-3,14
COc1ccccc1N1C(=O)NC(=O)/C(=C/c2ccc3c(c2)Cc2ccccc2-3)C1=O,1,8,1,-0.8,-5,-4,-1,-18,3,-15
CN1CCN(Cc2c(F)cccc2Cl)CC1,1,1,14,-1.6,-2,-8,0,-11,8,0
CC1(O)C[C@]2(C)N(O)C3CCCC[C@@H]3N2O1 (stereo partly specified),-2,4,7,0.1,4,-2,2,3,4,5
CCOC(=O)c1c(N)n(Cc2ccccc2)c2nc3ccccc3nc12,33*,1,-3,-2.2,8,83*,3,-23,1,-6
O=C1NC(=O)N(c2ccc(Cl)cc2)C(=O)/C1=C/c1coc2ccc(O)cc2c1=O,8,6,0,0.0,3,8,2,-8,-15,-32
Cc1cc(N(CCCl)CCCl)ccc1C=NNC(=O)c1cccnc1,-2,5,9,-2.6,2,7,4,3,-6,4
CCOC(=O)C1CCN(/C=C2/C(=O)NC(=O)N(c3cccc(C)c3C)C2=O)CC1,3,2,3,-1.1,3,-8,-2,-6,1,2
COP(=S)(OC)Oc1ccc(SC)c(C)c1,-2,-5,-1,-0.9,0,-5,4,-9,2,2
CCOC(=O)C(O)(c1ccc(N(C)C(=O)c2ccc(Cl)c(Cl)c2)cc1)C(F)(F)F (stereo unspecified),2,0,-9,-0.7,0,-11,4,-13,3,-5
COc1cccc(C)c1NC1=NCCO1,0,-5,-4,0.3,3,-11,-8,2,3,-2
NC(Cc1ccc(F)cc1)c1csc(Nc2ccccn2)n1 (stereo unspecified),11,3,7,-1.1,-2,6,0,·,-5,3
O=C1NC(=S)NC(=O)C1Cc1ccccc1O,-2,4,1,0.4,1,4,2,4,-8,4
CC(CCN1CC1)=NNC(=O)Nc1cccc2ccccc12,3,1,10,-2.6,-4,1,1,1,1,3
CCN1C[C@]2(C)CC[C@H](O)[C@]34C1[C@H](C[C@H]23)[C@@]1(O)C[C@H](OC)[C@H]2C[C@@H]4[C@@H]1C2O (stereo partly specified),-2,-1,-5,-2.1,0,5,-1,1,-2,-2
CCN(CC)C(=O)c1ccc(NC(=O)c2ccc(-n3cncn3)c([N+](=O)[O-])c2)cc1,3,-5,0,1.0,-2,19,-9,5,-3,-2
O=P(c1ccccc1)(c1nc2ccccc2s1)N1CCOCC1 (stereo unspecified),-2,0,5,1.1,1,-6,-3,-7,0,-1
O=C(Cc1cccs1)N1CCC2(CC1)OCCO2,6,-1,6,-2.7,-2,1,0,-2,-3,7
CCOC(=O)C1=Nc2ccccc2/C1=C\c1c(O)n(C)c(=O)n(C)c1=O,2,7,6,-0.1,-2,13,7,-10,-4,0
Cc1ccsc1C(=O)C1CCCN(Cc2cccc(OCCO)c2)C1 (stereo unspecified),2,7,-7,-0.2,8,-1,-1,4,-9,-7
CC(=NCc1ccco1)c1c(O)n(C)c(=O)n(C)c1=O,3,-3,1,-3.0,0,1,-7,8,6,0
Cc1cc(/C=C2\C(=O)NC(=O)N(c3ccc(F)cc3)C2=O)c(C)n1-c1cccc(C(=O)O)c1,4,15,0,1.6,8,6,10,·,-2,0
O=C(Cn1cc(C(=O)c2ccccc2)c2ccccc21)NCc1ccco1,-5,5,-1,-0.5,1,-1,-2,-7,-5,-10
Cc1cc(C)cc(-n2c(C)cc(/C=C3\C(=O)NC(=O)N(C)C3=O)c2C)c1,-3,2,9,-1.2,-2,-1,-2,0,-6,-11
COC(=O)C1=C(c2ccc(OC(F)(F)F)cc2)C[C@@H]2CC[C@H]1N2C(=O)NCCOc1ccccc1,-1,2,23,-0.4,10,-9,-1,-15,-5,5
CCCCN1C(=O)/C(=C/c2ccc(N(C)C)cc2)C(=O)N(Cc2ccco2)C1=O,13,6,-85,-1.0,12,-2,-8,-69,-40,-77
Cc1cccc(C)c1-n1nnnc1C(C1CC1)N1CCC(n2c(=O)[nH]c3ccccc32)CC1 (stereo unspecified),6,-4,0,-0.2,-2,0,2,·,6,5
CN1CCN(c2cn[nH]c(=O)c2Cl)CC1,-1,-2,0,-0.3,-3,9,6,-1,-4,1
COc1ccc(NC(c2ccccc2)P(=O)(Oc2ccccc2)Oc2ccccc2)cc1 (stereo unspecified),4,1,-8,0.0,-2,5,1,-1,7,4
COc1ccc(-n2c(O)c(/C=C3\C=Nc4ccc(Br)cc43)c(=O)[nH]c2=O)c(OC)c1,-4,0,5,-0.2,-2,15,-2,1,-9,-49
Clc1ccccc1Nc1ncnc(-n2cccc2)n1,-4,0,-4,0.1,0,-4,-2,-10,5,-7
COc1ccc(C2CN(C)CC2C(=O)c2ccc(C)cc2)cc1Cl (stereo unspecified),1,-1,6,2.0,-1,8,-8,-1,5,4
O=c1[nH]c2ccccc2n1C1CCN(C(CCc2ccccc2)c2nnnn2C2CCCCC2)CC1 (stereo unspecified),-3,1,-5,1.8,-1,2,9,·,8,-9
O=C(Nc1ccc(Br)cc1)c1nn(C23CC4CC(CC(C4)C2)C3)cc1Br,1,-2,3,1.9,-2,2,5,-8,4,-3
Cc1ccc(N2C(=O)CC(=O)NC2=O)cc1Cl,-1,7,3,-0.2,-1,9,-1,-15,3,-6
Cc1cccc(N2C(=O)/C(=C/c3ccc(N4CCN(C)CC4)o3)C(=O)NC2=S)c1C,14*,16,-30,-2.0,7,-4,0,0,-25,-24
CN1CCC2(CC1)N=C(c1ccc(F)cc1)C(=S)N2,2,7,0,0.5,-1,-7,-3,-9,4,-3
COP(=O)(OC)C1(O)C(=O)Nc2ccc(Br)cc21 (stereo unspecified),-1,3,14,2.9,-2,13,8,1,-1,4
CCN1CCN(C(=O)Cc2coc3cc(C)cc(C)c23)CC1,0,1,4,0.6,1,10,-2,-4,-5,-1
Cc1ccc(CN2CCC3CCC(C3)C2)c(O)c1 (stereo unspecified),2,-3,-3,-1.2,-2,6,-1,10,-1,0
CCOC(=O)[C@]12Cc3ccccc3[C@H]1N(C1CCCCC1)C(=O)c1cc(OC)ccc12,-6,4,1,-2.3,-1,3,11,·,1,3

# Among those listed so far, these have sulfur:
Compound,LEDGF integ inh,PRMT1 FP inh,ABHD4 inh,PG9 Ab binder,UHRF1 binding,TDP2 absorb,DDE Tn7 FP inh,HTRA1 inh,TCR-CD3 inh,SIAE primary
CCC1(C)CN(S(=O)(=O)OCC(Cl)(Cl)Cl)C(=O)N1 (stereo unspecified),1,3,5,-1.5,-2,9,1,-2,-3,-2
COP(=S)(OC)Oc1ccc(SC)c(C)c1,-2,-5,-1,-0.9,0,-5,4,-9,2,2
NC(Cc1ccc(F)cc1)c1csc(Nc2ccccn2)n1 (stereo unspecified),11,3,7,-1.1,-2,6,0,·,-5,3
O=C1NC(=S)NC(=O)C1Cc1ccccc1O,-2,4,1,0.4,1,4,2,4,-8,4
O=P(c1ccccc1)(c1nc2ccccc2s1)N1CCOCC1 (stereo unspecified),-2,0,5,1.1,1,-6,-3,-7,0,-1
O=C(Cc1cccs1)N1CCC2(CC1)OCCO2,6,-1,6,-2.7,-2,1,0,-2,-3,7
Cc1ccsc1C(=O)C1CCCN(Cc2cccc(OCCO)c2)C1 (stereo unspecified),2,7,-7,-0.2,8,-1,-1,4,-9,-7
Cc1cccc(N2C(=O)/C(=C/c3ccc(N4CCN(C)CC4)o3)C(=O)NC2=S)c1C,14*,16,-30,-2.0,7,-4,0,0,-25,-24
CN1CCC2(CC1)N=C(c1ccc(F)cc1)C(=S)N2,2,7,0,0.5,-1,-7,-3,-9,4,-3
